Compound activity from PubChem.
All columns: NCI-60 one-dose screen, growth in % after 48 h at 10 µM unless noted; 100 = growth as untreated, 0 = no growth, -100 = all killed.
IGROV1: IGROV1 ovarian cancer. 79,000 compounds, 4.7% hits. AID 1794786
SK-OV-3: SK-OV-3 ovarian cancer cells. 80,000 compounds, 3.2% hits. AID 1794785
PC-3: PC-3 prostate cancer cells. 80,000 compounds, 3.9% hits. AID 1794754
OVCAR-4: OVCAR-4 ovarian cancer cells; 80,000 compounds, 3.7% hits; AID 1794784
OVCAR-8: OVCAR-8 ovarian cancer; 81,000 compounds, 4.4% hits
OVCAR-5: OVCAR-5 ovarian cancer; 82,000 compounds, 2.9% hits; AID 1794783
DU-145: DU-145 prostate cancer. 81,000 compounds, 4.2% hits. AID 1794760
OVCAR-3: OVCAR-3 ovarian cancer; 79,000 compounds, 7% hits; AID 1794787
* hit, by the source's call; / = no result given; & = joins results of further samples; ! = not active in a repeat. Rule for the calls: active = growth percent below 10; inactive = the rest. No enrichment for hits, and some 10% of all compounds hit somewhere here.

SMILES	IGROV1	SK-OV-3	PC-3	OVCAR-4	OVCAR-8	OVCAR-5	DU-145	OVCAR-3
Nc1ccc(N2N=C(N3CCCC3)CC2=O)cc1	101	96	92	98	87	105	116	119
N#Cc1c(N2CCCCC2)nc(=S)[nH]c1-c1ccccc1	95	88	74	86	94	85	111	95
CC(=O)O.CC(=O)O.O.[Fe]	106	94	93	/	99	105	105	108
O=C1/C(=C/c2cccs2)SC(=S)N1CC(=S)C1CCS(=O)(=O)C1 (stereo unspecified)	92	120	71	100	93	106	102	103
COc1ccccc1C1C(C#N)=C(N)N(c2ccc(F)cc2F)C2=C1C(=O)CC(C)(C)C2 (stereo unspecified)	91	91	101	102	87	112	93	117
NCC1(O)CCCCC1	117	104	96	/	103	102	119	122
O=C(Cn1c(=O)sc2nc3ccccc3nc21)Nc1ncc(Cc2ccc(F)cc2)s1	97	103	90	102	99	101	110	105
Nc1c(C(=O)Nc2cccc3ncccc23)sc2nc3c(cc12)CN(Cc1ccccc1)CC3	73	78	77	71	83	89	94	80
Cc1csc(Nc2nc(-c3ccc(Cl)cc3)nc(C(Cl)(Cl)Cl)n2)n1	102	94	74	96	90	99	13	67
COc1ccc(-c2ccnc(SCc3cc4ccccc4[nH]c3=O)n2)cc1OC	11	-70*	-22*	-2.4*	0.2*	-41*	36	21
COc1cc2cc(NCc3ccncc3)nc(C)c2cc1OC	113	78	78	94	92	81	107	107
C=CC(=O)Nc1cccc(Nc2nc(SC)nc(-c3cccc(N)c3)c2C#N)c1	76	96	94	94	100	96	107	111
O=C1NC(=NCc2ccccc2)NC1(c1ccccc1)c1ccccc1	107	98	100	113	104	107	115	113
C=CCc1ccc(C=O)c(O)c1	143	108	94	111	95	101	106	116
COc1ccc(C(=O)c2cc(OC)c(OC)c(OC)c2)cc1O	16	37	20	31	14	32	9.9*	-6.7*
Cc1nn(-c2ccccc2)c(N2CCOCC2)c1/C=C/C(=O)c1ccc2c(c1)OCO2	89	84	59	69	79	111	93	76
C=C(c1cc(F)c(C(=O)O)c(F)c1)c1cc2c(cc1C)C(C)(C)CCC2(C)C	103	96	84	85	94	110	108	95
Nc1nc(SC/C=C/CCl)c2[nH]cnc2n1	97&114	112&99	94&100	100&116	98&103	101&109	110&110	120&117
Cc1c(O)ccc2oc(=O)c(C(=O)CSc3nc4ccccc4c(=O)n3-c3ccccc3)cc12	92	84	64	94	76	88	105	95
COc1ccc(/C=c2\c(=O)n(-c3ccccc3)c3nn4c(Nc5ccccc5)nnc4n23)cc1	100	94	94	108	101	114	109	109

The list goes on; it opens with the 4 that closed the last part.
SMILES	IGROV1	SK-OV-3	PC-3	OVCAR-4	OVCAR-8	OVCAR-5	DU-145	OVCAR-3
C=C(c1cc(F)c(C(=O)O)c(F)c1)c1cc2c(cc1C)C(C)(C)CCC2(C)C	103	96	84	85	94	110	108	95
Nc1nc(SC/C=C/CCl)c2[nH]cnc2n1	97&114	112&99	94&100	100&116	98&103	101&109	110&110	120&117
Cc1c(O)ccc2oc(=O)c(C(=O)CSc3nc4ccccc4c(=O)n3-c3ccccc3)cc12	92	84	64	94	76	88	105	95
COc1ccc(/C=c2\c(=O)n(-c3ccccc3)c3nn4c(Nc5ccccc5)nnc4n23)cc1	100	94	94	108	101	114	109	109
O=C1CC(N2C(=O)/C(=C/C(Cl)=C\c3ccc([N+](=O)[O-])cc3)SC2=S)C(=O)N1c1ccc(O)cc1 (stereo unspecified)	-46*	33	5.0*	14	12	-57*	1.0*	-16*
COc1cc(C(=O)NNS(=O)(=O)c2ccc(C)cc2)cc(OC)c1OC	/	100	99	113	89	88	128	105
N#CC(C#N)N=Nc1ccc(C(=O)O)cc1	112	109	98	108	109	106	108	110
CCOC(=O)c1c(C)oc(=O)c(CC)c1O	110	115	97	102	101	104	115	113
CC1(C)OC2OC(COC(=O)c3ccccc3)C(O)C2O1 (stereo unspecified)	105&101	102&100	111&99	114&107	110&102	97&107	114&110	110&106
COc1ccc(-c2cc3c(SCC(=O)Nc4cc(C(F)(F)F)ccc4Cl)nccn3n2)cc1	108	103	94	98	97	94	105	114
C=C1CC[C@H]2[C@@H]([C@H]3[C@@H](C)CC[C@@H]13)C2(C)C	116	106	95	108	97	91	112	119
CC1=C(C(=O)c2cnccn2)C(c2ccccc2)NC(=O)N1 (stereo unspecified)	102	/	105	106	105	99	114	115
Clc1cccc(CSc2ncnc3nc[nH]c23)c1	100	86	102	100	98	105	97	113
O=C(Nc1ccc(OCc2nnc(-c3ccccc3)o2)c(F)c1)c1cccc(C(F)(F)F)c1	90	108	79	81	85	111	90	85
COC(=O)C(C(Br)C(=O)c1ccccc1)C(c1ccccc1)[N+](=O)[O-] (stereo unspecified)	105&113	109&117	100&94	109&94	99&98	118&102	105&107	101&110
Cc1c(C(=O)N[C@@H](Cc2ccccc2)C(=O)C(N)=O)[nH]c2ccccc2c1=O	97	113	100	107	102	97	104	111
Cc1cc(C)n(Cc2cccc(Cn3c(C)cc(C)c(C#N)c3=O)n2)c(=O)c1C#N	104	110	134	107	103	104	109	108
Cc1ccc(C(=O)O)c(N)c1C	91	94	95	99	100	106	101	104
CC(=O)Nc1ccc(-c2cc3c(NCc4cccc(Cl)c4)ncnc3s2)cc1	83	82	88	52	56	94	107	100
Cc1[nH]c(N)nc(=S)c1CCCNc1ccc(C(=O)NC(CCC(=O)O)C(=O)O)cc1 (stereo unspecified)	109	103	77	95	97	91	121	108
CC(C)OC(c1cc2c(cc1Br)OCO2)C(C)Br (stereo unspecified)	/	108	99	97	106	98	110	108
c1ccc2c(-c3nn4cc(-c5ccncc5)nc4s3)c[nH]c2c1	69	97	74	87	32	83	93	/
Nc1c2c(nc3ccc(F)cc13)CC(c1ccccc1)CC2=O (stereo unspecified)	95	109	94	106	108	105	94	113
O=C(O)c1nnn(-c2ccc(Cl)cc2)c1-c1ccco1	110	85	91	115	99	106	106	107
O=C(O)C1C=CC(C(=O)O)c2ccccc21 (stereo unspecified)	96	108	98	92	97	103	113	109
Cc1ccc(CSC2=C(Cl)CN(c3ccccc3)C2=O)cc1	107	108	113	112	108	106	111	/
O=C1/C(=C/c2ccc(Cl)cc2)N=C2SC=C(/N=c3\scc(-c4ccccc4)n3-c3ccccc3)N12	109	101	89	122	104	106	109	103
O=C1CNC(c2ccc(Cl)cc2)N1O (stereo unspecified)	94	98	94	91	100	112	111	106
COC(=O)[C@]12CC[C@@H](C)[C@H](C)[C@@H]1C1=CC[C@@H]3[C@@]4(C)C(C=O)=C[C@@](C)(CO)[C@@H]4[C@H](O)C[C@@]3(C)[C@]1(C)CC2	3.9*	3.2*	-0.1*	-5.1*	-2.4*	-20*	-30*	-92*
O=C(Nc1ccc(Cl)cc1)C1(C(=O)Nc2ccc(Oc3ncnc4scc(Nc5n[nH]c(=S)s5)c34)cc2)CC1	85	91	90	94	98	90	100	98
O=C(O)CN(CCN(CC(=O)O)CC(=O)O)CCN(CC(=O)O)CC(=O)O	15	0.7*!	9.3*!	100&105&20	-16*!	109&90	-13*!	-17*!
NC1=NC2(CS1)CSC(N)=N2	107	107	97	101	102	103	104	104
Cc1ccc(C(=O)c2ccc(CC(=O)N=Nc3c(O)[nH]c4ccccc34)n2C)cc1	78	86	90	68	89	89	102	110
CC1C=NNC1=O (stereo unspecified)	/	105	107	107	101	95	117	109
Nc1nc(N)c2c(n1)NC(c1cccc(Nc3ccnc4cc(Cl)ccc34)c1)CC(c1ccc(Cl)cc1)=N2 (stereo unspecified)	89	91	85	98	89	105	100	102
CC(=O)CC(C)=Nc1cccc(N=C(C)CC(C)=O)c1	/	119	99	112	107	84	141	111
CCOc1ccc2nc(C)cc(Nc3ccc(S(=O)(=O)Nc4cc(C)on4)cc3)c2c1	108	92	104	107	98	98	112	95
C/C(=N\O)c1ccc(OCC(=O)Nc2nc(-c3ccc(Cl)cc3)cs2)cc1	105	100	96	107	96	109	109	104
Cc1cc(C)nc(NS(=O)(=O)c2ccc(Nc3nc4nc(NCc5ccccc5)nc(-c5ccc(O)cc5)c4c(=O)[nH]3)cc2)n1	/	35	1.0*	18	49	45	33	34
c1ccc(-c2ccc(-c3nnc(-c4ccccc4)o3)cc2)cc1	120	103	101	100	92	111	107	110
COc1ccc(Nc2nc(SC)nc(-c3cccc([N+](=O)[O-])c3)c2C#N)cc1	72	46	76	2.5*	39	77	81	74
CCOC(=O)C(=O)Cc1cnc2ccccc2n1	108	103	93	108	103	104	109	101
CC1=NN(c2ccc(S(=O)(=O)O)cc2)C(=O)C1	85&114	96&108	115&92	95&108	99&107	91&101	118&116	98&116
COc1cc(CNC(=O)Cc2ccccc2[N+](=O)[O-])ccc1OCC(=O)NO	108	107	96	116	101	104	108	126
O=C1CN(Cc2ccc(C(=O)NO)cc2)C(=O)[C@@H](Cc2ccccc2)N1	106	97	98	/	96	101	111	109
CCOC(=O)C1=C(C(=O)c2ccc(OC)cc2)C(c2cccc([N+](=O)[O-])c2)C(C(=O)c2ccc(OC)cc2)=C(C(=O)OCC)N1	101	104	90	92	95	97	94	115
N#Cc1ncoc1N1CCN(c2cccc(Cl)c2)CC1	88	101	105	105	104	94	93	107
Nc1nc2ccc(Cl)cc2[nH]1	88	100	85	111	101	103	112	107
O=C(O)CCN(Cl)Cl	95	97	102	110	/	109	110	105
COc1cc2cc(Oc3ccc(NC(=O)Nc4ccc(Cl)c(Cl)c4)cc3)c(C)nc2cc1OCCN1CCOCC1	98	111	77	85	91	127	100	106
CCCCCc1ccc(S(=O)(=O)Nc2cc(-c3csc(NC)n3)ccc2N2CCN(C)CC2)cc1	106	114	95	110	109	95	115	119
CCCCn1c(O)c(N=NC(=O)c2ccc(S(N)(=O)=O)cc2)c2ccccc21	100	103	93	/	94	101	107	103
CCOc1ccc(/C=C(\C#N)C(=O)Nc2ncc(Cc3ccc(Cl)c(Cl)c3)s2)cc1	84	97	83	85	93	82	96	96
COC(=O)[C@]1(C(C)C)N[C@H](c2cn(-c3ccccc3)nc2C)[C@@H]2C(=O)N(c3ccc(Cl)cc3)C(=O)[C@@H]21	111	101	90	107	/	98	113	98
Oc1ccc2ccccc2c1/C=N\Nc1ccccn1	-4.8*	20	45	8.7*	14	65	4.8*	5.0*
CC1CN=C(C(c2ccccc2)c2ccc(Br)cc2)N1CCO (stereo unspecified)	116	104	77	/	98	93	103	103
Oc1ccc(-c2nnc(-c3cccnc3)o2)cc1	111	89	91	102	97	106	104	106
CCOC(=O)C1CC(C)(C)OC1=O (stereo unspecified)	106	103	105	98	92	108	112	114
CC(C)CCNc1ccc(Cl)cc1	111	113	96	105	112	103	105	106
Cc1noc(NS(=O)(=O)c2ccc(NC(=S)/N=C/c3c(O)[nH]c(=O)[nH]c3=O)cc2)c1C	110	99	89	107	99	119	110	118
CN(C)CCC(O)(c1ccccc1)c1ccccc1	112	106	98	109	112	106	106	104
Cc1ccc(S(=O)(=O)OCCCCCCOS(=O)(=O)c2ccc(C)cc2)cc1	79	99	88	99	95	105	102	98
CC(=O)c1ccc(OCC(=O)Nc2nc(-c3ccc(Cl)cc3)cs2)cc1	101	94	100	114	93	108	106	102
COc1ccc(OC)c(-c2csc(=O)s2)c1	105	96	114	103	98	118	103	101

Arranged by count of non-hydrogen atoms (ascending): 7 of the compounds above.
SMILES	IGROV1	SK-OV-3	PC-3	OVCAR-4	OVCAR-8	OVCAR-5	DU-145	OVCAR-3
CCOC(=O)C(=O)Cc1cnc2ccccc2n1	108	103	93	108	103	104	109	101
CN(C)CCC(O)(c1ccccc1)c1ccccc1	112	106	98	109	112	106	106	104
CC1(C)OC2OC(COC(=O)c3ccccc3)C(O)C2O1 (stereo unspecified)	105&101	102&100	111&99	114&107	110&102	97&107	114&110	110&106
COc1cc(C(=O)NNS(=O)(=O)c2ccc(C)cc2)cc(OC)c1OC	/	100	99	113	89	88	128	105
C/C(=N\O)c1ccc(OCC(=O)Nc2nc(-c3ccc(Cl)cc3)cs2)cc1	105	100	96	107	96	109	109	104
Cc1cc(C)n(Cc2cccc(Cn3c(C)cc(C)c(C#N)c3=O)n2)c(=O)c1C#N	104	110	134	107	103	104	109	108
COc1cc2cc(Oc3ccc(NC(=O)Nc4ccc(Cl)c(Cl)c4)cc3)c(C)nc2cc1OCCN1CCOCC1	98	111	77	85	91	127	100	106

Remaining list, next part.
SMILES	IGROV1	SK-OV-3	PC-3	OVCAR-4	OVCAR-8	OVCAR-5	DU-145	OVCAR-3
CCOC(=O)c1c2c(c(C)n1Cc1ccccc1)-c1oncc1CC2	82	95	104	111	93	81	113	107
COc1cc2ccc1NC(=O)N1CCN(CC1)C(=O)Nc1ccc(cc1OC)-c1ccc(c(OC)c1)NC(=O)N1CCN(CC1)C(=O)Nc1ccc-2cc1OC	105	97	96	112	101	112	106	109
COc1ccc(/C=N\NC(=O)c2cnn(CC(O)c3ccccc3)c2N)cc1OCc1cccc(F)c1 (stereo unspecified)	109	109	71	74	77	98	92	/
COc1ccc(C2CC(c3ccc(Nc4nc(Nc5ccc(F)cc5)nc(Nc5ccc(F)cc5)n4)cc3)=NN2C(C)=O)cc1 (stereo unspecified)	101	131	69	98	90	88	115	98
CCN(CC)CCn1c(=N)n(CC(O)c2ccc(Cl)c(Cl)c2)c2ccccc21 (stereo unspecified)	90	92	81	69	93	102	97	97
C=C1[C@@H](C)[C@H]2[C@H](Cc3ccccc3)NC(=O)[C@]23OC(=O)/C=C/[C@H](OC(C)=O)CCC[C@@H](C)C/C=C/[C@H]3[C@@H]1OC(C)=O	92	64	67	84	73	90	84	84
O=C(Cc1ccc2c(c1)OCCO2)Nc1nc2ccc(F)cc2s1	48	105	93	96	95	90	107	104
CCN(CC)CCCCO	108	104	103	104	100	100	112	104
Cc1ccc(S(=O)(=O)/C(C#N)=C/NC(=S)Nc2ccc(S(N)(=O)=O)cc2)cc1	109	107	94	113	102	109	103	113
